Casp1 inh – caspase-1 (human) inhibition, allosteric or competitive; P29466; Caspase-1 enzyme, Ac-WEHD-AFC fluorogenic rate; Potency, µM (highest dose often 57.5 µM), for inactives: at the highest dose activity change, negative = inhibition, hits mostly inhibitors; hit rate 0.03% among 75,000;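 further: potency means the concentration at half of the fitted maximal effect; plate controls were vehicle for no effect and no substrate for full effect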
Target sequence (P29466 120-297 limits assumed): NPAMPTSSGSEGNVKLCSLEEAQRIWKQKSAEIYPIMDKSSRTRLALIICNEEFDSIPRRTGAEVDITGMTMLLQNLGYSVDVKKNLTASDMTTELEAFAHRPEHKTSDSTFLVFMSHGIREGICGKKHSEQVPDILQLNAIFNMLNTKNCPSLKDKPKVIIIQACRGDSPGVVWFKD
Target sequence (P29466 317-404 limits assumed): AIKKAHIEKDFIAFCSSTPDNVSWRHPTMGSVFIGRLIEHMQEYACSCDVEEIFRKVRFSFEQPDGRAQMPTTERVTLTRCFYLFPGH
HEK293 cAMP ctrl – raises cAMP in parental HEK293 cells, TSHR agonist counter-screen; parental HEK293 CNG cAMP sensor, membrane potential fluorescence; Potency, µM (highest dose often 57.1 µM), inactives show top-dose activation, most hits filed as activators; hit rate 2.5% among 73,000; AID 938; further: potency means the concentration at half of the fitted maximal effect; % of control where 0% means no effect; nearly all actives have a fitted effect of over 55% in size
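Parental HEK 293 cells stably expressing a cAMP-gated CNG channel were loaded with membrane potential dye containing 100 uM RO 20-1724 for 60 min. Compound added for 30 min; depolarization read as fluorescence intensity at 590 nm.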
BRCT inh red – BRCT-phosphoprotein interaction inhibition (red fluorophore); P38398; BRCT-phosphopeptide binding, red fluorescence polarization; Potency, µM (series often up to 76.9 µM), for inactives: at the top dose activity change, negative = inhibition, most hits filed as inhibitors; hit rate 0.03% among 75,000; AID 892; further: on the % scale 0 is the no-effect control and ±100 the full control effect
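Fluorescence polarization: 100 nM His-tagged BRCA1 BRCT with 100 nM TAMRA-labelled phospho-BACH1 decapeptide, phosphate buffer pH 7.3 with 150 mM NaCl, DTT, 0.01% Tween 20; 12 min RT. Binding inhibition seen as FP decrease.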
Rhodamine autofl – compound autofluorescence in rhodamine spectral region; Rhodamine-region fluorescence, 547/598 nm, Tris buffer; hits give high values; hit rate 0.05% among 59,000; AID 594; max dye-equivalent concentration, M; in the data active means max dye-equivalent concentration above about 11 nM; inconclusive means between about 1.1 nM and that limit
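Intrinsic compound fluorescence, ex 547 / em 598 nm, CCD imager. Tris 100 mM pH 8.0; 15 min RT. Output = rhodamine dye-equivalent concentration at each compound concentration.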
15-hLO inh – inhibitors of human 15-lipoxygenase (ALOX15). purified 15hLO-1, xylenol orange hydroperoxide absorbance. Potency, µM (doses to about 57.1 µM), for inactives: top-dose activity change, negative = inhibition, most hits filed as inhibitors. AID 887. hit rate 1.4% among 74,000; further: potency means the concentration at half of the fitted maximal effect; on the % scale 0 is the no-effect control and ±100 the full control effect; nearly all actives have a fitted effect of over 55% in size
Target sequence (P16050 whole entry, looked up): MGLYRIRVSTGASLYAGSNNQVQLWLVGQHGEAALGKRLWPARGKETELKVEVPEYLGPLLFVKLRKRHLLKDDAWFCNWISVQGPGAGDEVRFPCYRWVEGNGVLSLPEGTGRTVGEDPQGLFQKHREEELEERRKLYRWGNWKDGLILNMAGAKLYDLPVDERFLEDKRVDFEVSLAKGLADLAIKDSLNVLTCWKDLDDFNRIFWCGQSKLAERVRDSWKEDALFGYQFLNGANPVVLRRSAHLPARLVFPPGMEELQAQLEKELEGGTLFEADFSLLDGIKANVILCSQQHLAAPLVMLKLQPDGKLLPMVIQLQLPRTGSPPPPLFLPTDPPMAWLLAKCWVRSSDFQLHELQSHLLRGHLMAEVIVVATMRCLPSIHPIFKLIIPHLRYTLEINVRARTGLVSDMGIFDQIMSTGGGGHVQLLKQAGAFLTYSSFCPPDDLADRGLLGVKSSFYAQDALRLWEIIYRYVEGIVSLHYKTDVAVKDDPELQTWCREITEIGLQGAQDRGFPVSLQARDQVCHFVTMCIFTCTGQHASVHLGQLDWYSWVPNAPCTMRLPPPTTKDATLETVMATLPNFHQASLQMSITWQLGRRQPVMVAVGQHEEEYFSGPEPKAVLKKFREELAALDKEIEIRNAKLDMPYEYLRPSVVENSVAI
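Readout: Fe(III)-xylenol orange absorbance, 573-to-405 nm ratio as reaction progress. Enzyme 40 nM purified human 15hLO-1, substrate 50 uM arachidonic acid, 6 min RT after 15 min compound preincubation; Hepes pH 7.5 buffer with Triton X-100.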
HADH2 inh – HADH2 (human) dehydrogenase inhibition; Q99714; recombinant HADH2, NADH fluorescence, beta-hydroxybutyryl-CoA; Potency, µM (doses to about 57.1 µM), inactives show top-dose activity change, negative = inhibition, most hits filed as inhibitors; hit rate 3.4% among 73,000; further: potency means the concentration at half of the fitted maximal effect; on the % scale 0 is the no-effect control and ±100 the full control effect; nearly all actives have a fitted effect of over 60% in size; many of its hits are not listed in these tables
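Read-out: 360 nm excitation, 450 nm emission, kinetic over 4 min. Conditions: His-tagged human HADH2 20 nM, pH 9.0 Tris with Tween-20, 1 mM NAD+, 90 uM beta-hydroxybutyryl-CoA.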
USP2a inhib – inhibitors of human ubiquitin-specific protease USP2a; O75604; USP2a enzymatic assay, qHTS inhibition; Potency, µM (top dose mostly 38.3 µM), for inactives: at the highest dose activity change, negative = inhibition, usual class: inhibitors; hit rate 0.1% among 60,000;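 further: potency means the concentration at half of the fitted maximal effect; nearly all actives have a fitted effect of over 60% in size; plate controls were DMSO for no effect and NEM full inhibition control for full effect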
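Coupled readout: USP2-cleaved Ub-PLA2 (20nM final) turns over NBD C6-HPC (20uM final), Ex 460nm/Em 535nm after 2.5 h, time-zero read flagging artifacts. Enzyme (20nM final, pH 8.0 Tris) given 30 min RT with compound first; NEM defines full inhibition.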
DNA Pol III inh – blocks replication by bacterial DNA polymerase III holoenzyme | AID 603 | reconstituted DNA polymerase III holoenzyme replication, biochemical | Potency, µM (series often up to 57.1 µM), for the others: at the highest dose activity change, negative = inhibition | hit rate 0.25% among 71,000; further: potency means the concentration at half of the fitted maximal effect; on the % scale 0 is the no-effect control and ±100 the full control effect
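Reconstituted *E. coli* holoenzyme (0.35 nM Pol III, 1 nM beta, 154 nM SSB, 2 nM primase) was preincubated with compound for 15 min at RT. Synthesis on 1.4 nM ssM13Gori ran 35 min, then was stopped with PicoGreen/EDTA and read as dsDNA fluorescence.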
Caspase-7 inhib – allosteric or competitive inhibitors of human caspase-7; P55210; recombinant caspase-7, Ac-DEVD-AFC fluorescence rate; Potency, µM (top dose mostly 57.5 µM), inactives show at the top dose activity change, negative = inhibition, most hits filed as inhibitors; hit rate 0.02% among 75,000; AID 889; active means well fitted inhibition curve with a large enough effect in the main read-out, with a control signal flat, not every such curve was filed as active; inconclusive means small, poorly fitted or top-dose-only effect, or a change in a side signal; further: potency means the concentration at half of the fitted maximal effect; % of control where 0% means no effect
BRCT inh green – inhibitors of human BRCA1 BRCT-phosphoprotein interaction (green fluorophore); BRCA1 BRCT-phosphopeptide binding, green fluorescence polarization; Potency, µM (highest dose often 76.9 µM), inactives show at the highest dose activity change, negative = inhibition, hits mostly inhibitors; hit rate 0.05% among 75,000;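 further: potency means the concentration at half of the fitted maximal effect; plate controls were peptide without protein for full effect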
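Compounds were incubated for 12 min at room temperature with a complex of 100 nM fluorescein-tagged pBACH1 decapeptide and 250 nM His-tagged BRCT protein. Buffer was phosphate pH 7.3 with EDTA, DTT and Tween 20. Disruption of binding lowers the polarization signal.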
Tau filament bind – binds recombinant human tau filaments; recombinant tau filaments, thioflavin S fluorescence, 15 h; filaments grown with octadecylsulfate alongside compound; Potency, µM (top dose mostly 57.1 µM), for the others: at the top dose activity change, negative = inhibition; hit rate 2% among 71,000; AID 596;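 further: potency means the concentration at half of the fitted maximal effect; on the % scale 0 is the no-effect control and ±100 the full control effect; actives lower thioflavin S fluorescence by blocking filaments or displacing dye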
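ThS-based fibril read: tau 1 uM final, inducer ODS 30 uM final, 37 C for 15 h, ex 450/em 510 nm.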
Starred values were filed as active, the others as inactive; i = inactive; ? = inconclusive; nt = not tested or not shown; [ ] = another dose, or the depositor's remark. Unless noted, the call rests on the fitted dose curve; in most records, active means well fitted curve in the direction sought with a large enough effect; inconclusive means small, poorly fitted or top-dose-only effect, or another doubt; inactive means no such curve, though single readings can be large; an effect the other way counts as inactive or inconclusive.

entry	canonical_smiles	Tau filament bind	HEK293 cAMP ctrl	USP2a inhib	15-hLO inh	BRCT inh green	Caspase-7 inhib	Casp1 inh	BRCT inh red	HADH2 inh	Rhodamine autofl	DNA Pol III inh
1	COc1ccc(C(=O)CSc2nnc(-c3cnccn3)n2Cc2ccco2)cc1	-10%	?	22%	5%	-1.5%	-10%	-13%	0.0%	-5%	i	-1%
2	COc1cccc(C(=O)NCCn2ccc3ccccc32)c1	3%	15%	nt	3%	-1.9%	-1%	-2%	0.5%	?	nt	-6%
3	CCOC(=O)CSc1nc2sc(C)c(C)c2c(=O)n1C	32%	?	3%	-4%	0.2%	-1%	-2%	0.6%	-3%	nt	0%
4	CCOc1ccccc1CNC(=O)C1CCN(C(=O)c2sccc2-n2cccc2)CC1	nt	-12%	nt	-3%	4.8%	-1%	-2%	0.2%	1%	nt	nt
5	CCOc1ccccc1Nc1nnc(Cc2ccccc2Cl)c(=O)[nH]1	8%	17%	18%	43%[activator]	-3.4%	-1%	1%	0.0%	0%	i	-1%
6	C[C@H](N=C(NC#N)Nc1ccncc1)C(C)(C)C	?	18%	-1%	1%[25.6 µM]	-6.1%	-7%	2%	1.5%	-7%	i	-6%
7	CC(C)NC(=O)c1ccccc1NC(=O)CCS(=O)(=O)Cc1ccccc1	-2%	-3%	-5%	2%	0.2%	0%	-1%	-0.5%	10%	i	0%
8	C/C(=N/O)c1ccc2cc(Br)c3ccccc3c2c1	-10%[11.4 µM]	-2%[11.4 µM]	nt	-2%[11.4 µM]	1.0%[15.4 µM]	1%[11.5 µM]	-2%[11.5 µM]	-3.6%[15.4 µM]	24%[11.4 µM]	i	-8%[11.4 µM]
9	CC(C)NS(=O)(=O)c1ccc(OCC(=O)NCc2ccc3c(c2)OCO3)c(Cl)c1	4%	4%	13%	-1%	0.2%	-3%	-1%	1.5%	0%	i	-1%
10	COc1cc(C#N)ccc1OCC(=O)c1ccc2c(c1)OCCO2	-4%	5%	31%[activator]	20%	1.6%	-2%	-3%	0.0%	-1%	i	4%

Remaining list, next part
entry	canonical_smiles	Tau filament bind	HEK293 cAMP ctrl	USP2a inhib	15-hLO inh	BRCT inh green	Caspase-7 inhib	Casp1 inh	BRCT inh red	HADH2 inh	Rhodamine autofl	DNA Pol III inh
11	CC1CCCC(NC(=O)CSc2nnnn2C)C1C (stereo not drawn)	5%	8%	2%	3%	3.1%	-2%	1%	0.3%	-4%	i	1%
12	COc1ccc(-n2c(Cc3cccn3C)nnc2SCC(=O)Nc2ccc(F)cc2)cc1	-6%	-7%	nt	-27%	0.9%	-3%	-2%	1.8%	-1%	nt	4%
13	COCC(=O)N1CCC2(CC1)CN(C(=O)Nc1cccc(C#N)c1)C2	2%	-4%	3%	8%	-2.9%	0%	-4%	-1.2%	0%	i	-8%
14	Fc1ccc(Br)cc1/C=N/n1cnnc1	8%	11%	0%	6%	-1.2%	0%	-1%	-0.9%	-9%	nt	-2%
15	Cc1cc(C)n(-c2nc(NCc3cccnc3)c3c4c(sc3n2)COC(C)(C)C4)n1	-1%	17%	32%[activator]	0%	4.8%	-8%	-3%	2.9%	-21%	i	-6%
16	CN(c1ccc(F)cc1)S(=O)(=O)c1ccc2[nH]cc(C(=O)O)c(=O)c2c1	10%	-2%	12%	-5%	-0.1%	-1%	1%	0.0%	?	i	-2%
17	COc1cccc(/C=N/n2cnnc2)c1OCc1ccccc1	4%	23%	-19%	13%	-2.3%	2%	-3%	-0.2%	0%	nt	-5%
18	O=C(C1CCC(CNc2c(N3CCOCC3)c(=O)c2=O)CC1)N1CCN(c2ccccc2)CC1 (stereo not drawn)	2%	7%	nt	-19%	-1.3%	-3%	-1%	1.6%	-3%	nt	-6%
19	COC(=O)c1ccc(C(C(=O)NCc2ccccc2)N(Cc2ccco2)C(=O)c2cnccn2)cc1 (stereo not drawn)	5%	-7%	13%	2%	-1.6%	0%	-1%	0.1%	8%	i	-9%
20	CN(C)CCCN1C(=O)c2oc3ccc(Cl)cc3c(=O)c2C1c1cccnc1 (stereo not drawn)	-17%	4%	nt	4%	-1.2%	-12%	-8%	-3.0%	-20%	nt	-6%

Next section
entry	canonical_smiles	Tau filament bind	HEK293 cAMP ctrl	USP2a inhib	15-hLO inh	BRCT inh green	Caspase-7 inhib	Casp1 inh	BRCT inh red	HADH2 inh	Rhodamine autofl	DNA Pol III inh
21	Cc1cc(C(=O)OCC(=O)Nc2ccc(F)cc2F)c(C)o1	5%	12%	2%	17%	-1.2%	-17%	-5%	-3.2%	8%	i	-2%
22	O=C(c1ccc2c(c1)N(Cc1ccc(F)cc1)C(=O)CS2)N1CCOCC1	-6%	10%	11%	5%	-0.7%	1%	-4%	0.4%	4%	i	-5%
23	CCOc1ccc(/C(O)=C2/C(=O)C(=O)N(CCOCCO)C2c2ccccc2)cc1 (stereo not drawn)	-7%	-1%	27%	17%	-1.8%	-2%	-1%	-0.7%	-14%	i	4%
24	CCOc1ccc(Cn2nnc(C(=O)NCc3ccc(OC)cc3)c2N)cc1	285%	20%	nt	-8%	-2.0%	-3%	-1%	0.6%	4%	nt	-3%
25	N#Cc1cccc(NC(=O)N2CC[C@@]3(CCCN(C(=O)c4csnn4)C3)C2)c1	-7%	27%	5%	-2%	-0.6%	0%	-3%	0.2%	8%	i	-5%
26	C[C@@H](NC(=O)C1(N)CCCC1)C(=O)O	-4%[11.4 µM]	-3%[11.4 µM]	nt	9%[11.4 µM]	-0.4%[15.4 µM]	1%[11.5 µM]	-1%[11.5 µM]	1.0%[15.4 µM]	7%[11.4 µM]	i	-22%[11.4 µM]
27	COC(=O)Nc1ccc(S(=O)(=O)N2c3ccccc3CCC2C)cc1 (stereo not drawn)	9%	?	-4%	-20%	-2.8%	-2%	-2%	0.0%	-14%	i	?
28	Cc1cc(O)ccc1Nc1nc2ccccc2nc1Nc1ccc(O)cc1C	7.9µM*	-14%	21%	16µM*	0.0%	?	?	0.0%	?	nt	0%
29	O=C(Nc1cccc(-c2cn3ccccc3n2)c1)c1cnccn1	-1%	6%	4%	-6%	0.0%	0%	-3%	-1.1%	2%	i	-6%
30	C[C@@H](C(=O)Nc1ccc2ccccc2c1)[C@H]1C[C@]1(C)[C@H](NS(=O)(=O)c1ccccc1)c1ccccc1	14%	7%	nt	nt	-1.3%	-2%	-1%	0.0%	3%	nt	12%

Further structures follow.
entry	canonical_smiles	Tau filament bind	HEK293 cAMP ctrl	USP2a inhib	15-hLO inh	BRCT inh green	Caspase-7 inhib	Casp1 inh	BRCT inh red	HADH2 inh	Rhodamine autofl	DNA Pol III inh
31	CC#CCN(CC#CC)S(=O)(=O)c1ccc(S(=O)(=O)N2CCOCC2)cc1	-4%	21%	115%[activator]	7%	-1.1%	0%	1%	-1.4%	14%	i	-1%
32	COCCN1Cc2cccc(C(=O)NC3CCCCCC3)c2C1=O	1%	3%	12%	2%	0.6%	0%	4%	-2.7%	0%	i	-8%
33	CC(=O)OC[C@@H]1O[C@H](C/C=N\OCC[C@H]2C=C[C@H](OC(C)=O)[C@@H](COC(C)=O)O2)C=C[C@@H]1OC(C)=O	nt	6%[11.4 µM]	nt	-3%[11.4 µM]	-0.3%[15.4 µM]	-3%[11.5 µM]	-1%[11.5 µM]	1.6%[15.4 µM]	7%[11.4 µM]	nt	nt
34	COC(=O)CN1C(=O)CC(C)(C)Sc2ccccc21	-8%	14%	nt	-3%	0.8%	-1%	5%	-0.1%	-4%	nt	-6%
35	c1cnc2c(SCc3ccc(-c4nnco4)cc3)cccc2c1	271%	8%	-5%	0%	1.4%	8%	-1%	1.3%	?	i	-5%
36	CC(=O)Nc1nnc(SCc2cccc(F)c2)s1	-14%	2%	nt	0%	-0.9%	0%	-2%	0.2%	-1%	nt	-5%
37	CN(C)/C=N/c1sc2c(c1C#N)CCC2	9%	-7%	-2%	?	-1.8%	-1%	-1%	0.8%	-23%	i	-3%
38	CCOC(=O)Cc1csc(NC(=O)CSc2nnnn2-c2ccc(F)cc2)n1	-1%	27%	nt	1%	-1.6%	1%	-1%	0.6%	8%	i	-2%
39	CN1CCCCCC1=NC1=C(C#N)CCCC1	4%	7%	-6%	?	-0.9%	3%	-1%	0.1%	9%	i	0%
40	CCN(C#N)c1nc(N(C)C)nc(N(C)C)n1	3%	24%	8%	9%	-0.1%	-1%	1%	-0.2%	-4%	i	2%
41	O=C(O)[C@H]1CC=CC[C@@H]1C(=O)Nc1cccc(O)c1	6%[11.4 µM]	-2%[11.4 µM]	nt	14%[11.4 µM]	-0.7%[15.4 µM]	4%[11.5 µM]	0%[11.5 µM]	0.8%[15.4 µM]	-9%[11.4 µM]	i	-12%[11.4 µM]

Screening data deposited in PubChem by National Center for Advancing Translational Sciences (NCATS).

An excerpt; rates above refer to the full screens.
